AmpC inh det – Promiscuous and Specific Inhibitors of AmpC Beta-Lactamase (assay with detergent). Potency, µM (highest dose often 28.7 µM), inactives show top-dose activity change, negative = inhibition. 0.09% of 71,000 active. AID 584, 2007. purified AmpC, nitrocefin hydrolysis with detergent. P00811; active = well fitted curve in the direction sought with a large enough effect
Target sequence (P00811 whole entry, looked up): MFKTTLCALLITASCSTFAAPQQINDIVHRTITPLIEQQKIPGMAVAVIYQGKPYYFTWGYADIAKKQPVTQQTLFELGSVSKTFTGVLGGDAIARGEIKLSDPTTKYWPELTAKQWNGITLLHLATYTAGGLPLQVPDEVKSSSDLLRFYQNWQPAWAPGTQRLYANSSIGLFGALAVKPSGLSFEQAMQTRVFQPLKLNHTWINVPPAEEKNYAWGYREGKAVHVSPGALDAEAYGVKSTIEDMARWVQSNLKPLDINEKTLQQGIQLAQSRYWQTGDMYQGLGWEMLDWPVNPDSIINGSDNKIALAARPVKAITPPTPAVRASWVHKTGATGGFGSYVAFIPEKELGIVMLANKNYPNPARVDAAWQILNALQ
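E. coli AmpC (5.3 nM) in 20 mM phosphate pH 7.0 with 0.01% Triton X-100, preincubated 15 min RT with compound; nitrocefin (2 uL of 800 uM stock) hydrolysis followed by 480 nm absorbance every 20 s over 4 min.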
* = called active by the depositor; [ ] = dose if it differs, or a comment. % is set by controls: 0 for no effect and ±100 for the full control effect; potency is the fitted concentration of half-maximal effect.

SMILES	AmpC inh det
c1ccc(-c2csc3nnc(SCc4ccc5c(c4)OCCO5)n23)cc1	-3%
COC(=O)c1ccc(-c2nc(-c3ccc(Br)o3)no2)cc1	14%
O=C(Nc1ccc2c(c1)OCCO2)C1CCN(c2cnccn2)CC1	8%
N[C@@H](Cc1cnc[nH]1)C(=O)O	-3%
CC(C)(C)NC(=O)C(c1ccccc1)N(Cc1ccco1)C(=O)c1csnn1 (stereo unspecified)	8%
CC12CN3CC(C)(CN(C1)C3c1ccco1)C2=O (stereo unspecified)	10%
O=Cc1ccc(Cl)cc1	11%
COc1ccccc1C(=O)N(CN1CCCC1=O)c1cccc(Cl)c1	3%
CCC1(C)Cc2c(sc3c2c(=O)n(C)c2nnc(SCCc4ccccc4)n32)CO1 (stereo unspecified)	-3%
COc1ccc(CCNC(=O)CC2Nc3ccccc3NC2=O)cc1 (stereo unspecified)	-4%
CCC(CC)C(=O)Nc1cc(C(=O)OC)cc(C(=O)OC)c1	-4%
CCOC(=O)C1=C(C)N(C)C(=O)NC1c1ccc(C)s1 (stereo unspecified)	-2%
O=c1cc(CSc2nnc(COc3ccccc3Cl)o2)nc2sccn12	-5%
COc1ccc(CN2CCN(C(=O)c3cc(OC)c(OC)c(OC)c3)CC2)cc1OC	-3%
OCCCCNc1cccc2ccccc12	-1%
Cc1cc2c(C)nc(-c3ccccc3)nc2o1	-2%
CCCCn1c(CCNC(=O)CC)nc2ccccc21	11%
COC(=O)CCc1c(C)c(C#N)c2nc3ccccc3n2c1N1CCCC1	0%
Cc1noc(/C=C/c2ccco2)c1S(=O)(=O)N1CCC(C(=O)NCc2ccco2)CC1	-2%
CCOC(=O)Cn1c(=O)c2c(nc3n2CCCCN3c2ccc(C)cc2)n(C)c1=O	-3%
CCOC(=O)C1=C(N)N2C(=O)C(C)SC2=C(C(=O)OC)C1c1ccccc1OC (stereo unspecified)	-14%
COc1ccc2oc(C)c(C(N)=O)c2c1	8%
CC[C@]1(O)C[C@H]2CN(CCc3c([nH]c4ccccc34)[C@](C(=O)OC)(c3cc4c(cc3OC)N(C=O)[C@H]3[C@@](O)(C(=O)OC)[C@H](OC(C)=O)[C@@]5(CC)C=CCN6CC[C@]43[C@H]65)C2)C1	-1%
O=C(O)C1CCCCC1C(=O)Nc1ccc2c(c1)OCCO2 (stereo unspecified)	11%
CCOC(=O)C1=C(CN2CCN(c3ccc(F)cc3)CC2)NC(=O)NC1c1cccs1 (stereo unspecified)	-5%
Cn1cnnc1SCC(=O)c1ccco1	-2%
Cc1cc(C(=O)Nc2cc(C)n(Cc3ccc(Cl)cc3)n2)no1	-5%
N#Cc1cccc(-c2cc(NCc3ccccc3)ncn2)c1	11%
COC(=O)c1[nH]nc2c1C(=O)N(C1CCCCC1)C2=O	26%
CC1CC(C)CN(CCCNC(=O)COc2cc(=O)n(C)c3ccccc23)C1 (stereo unspecified)	-3%
O=S(=O)(c1cc(Cl)ccc1Br)N1CCOCC1	4%
COc1ccc(-c2nnn(CC(=O)c3c[nH]c4ccccc34)n2)cc1OC	0%
COCCN1C(=O)c2ccccc2C(C(=O)NCC2CCCO2)C1c1c[nH]c2ccccc12 (stereo unspecified)	-2%
O=C1C[C@@H]2OCC=C3CN4CC[C@]56c7ccccc7N1[C@H]5[C@@H]2[C@H]3C[C@@H]46	0%
CC(=O)Nc1ccc(S(=O)(=O)N2CCN(CCCOc3cc(C)ccc3C)CC2)cc1	-5%
CC1CCCC(NC(=O)Cn2cc3c(n2)CCCCC3)C1C (stereo unspecified)	7%
c1ccc2c(N3CCNCC3)cccc2c1	-1%
CC/C(=N\O)c1ccc(O)c(OC)c1	4%
COc1cc2c(cc1OC)CN(C(=O)c1cccs1)CC2	-2%
O=C(O)C[C@H](NC(=O)CP(=O)(O)O)C(=O)O.[NH-][C@@H]1CCCC[C@@H]1[NH-].[Pt]	-2%[5.75 µM]
COc1ccc(NC(=O)COc2ccccc2C#N)c(S(=O)(=O)N2CCCCC2)c1	0%
COc1ccccc1CNC(=O)C1CCN(S(=O)(=O)c2cccc3cccnc23)CC1	5%
O=P1(NCCCl)OCCCN1CCCl (stereo unspecified)	0%[12.8 µM]
CC(C)CCNC(=O)NC(=O)CSc1nnc(COc2ccccc2Cl)o1	-4%
CCCn1c(=O)n(C)c(=O)c2c3oc(=O)c(NC(=O)c4ccc(F)cc4)cc3[nH]c21	9%
CS(=O)(=O)c1ccc(Cl)c(NC(=O)C2CC(=O)N(Cc3ccccc3)C2)c1 (stereo unspecified)	0%
Oc1ccc(Br)cc1-c1nc2cnccn2c1NC1CCCC1	8%
CCn1c(Oc2ccc(Oc3ncc(Cl)cc3Cl)cc2)nc2c1c(=O)n(C)c(=O)n2C	-5%
COc1ccccc1-c1ccc2ncnc(N3CCN(C)CC3)c2c1	8%
Cc1cccc(-n2nnc(C(=O)N3CCc4ccccc4C3)c2N)c1	31%
O=C(O)CCc1nc(-c2ccc(Cl)cc2)no1	10%
COc1cccc(NS(=O)(=O)c2ccc3[nH]cc(C(=O)NCCN4CCOCC4)c(=O)c3c2)c1	10%
O=S(=O)(NCc1cccs1)c1cccc(S(=O)(=O)N2CCCCC2)c1	10%
COc1cc(C(=O)Nc2nnc(CC(=O)N3CCOCC3)s2)cc(OC)c1OC	-1%
O=C(O)CSc1sc(=S)sc1SCC(=O)O	10%
CCCS(=O)(=O)N1CCN(C(=O)c2ccc(-c3ccccc3)cc2)CC1	-3%
CC(C)(N=NC(C)(C)C1=NCCN1)C1=NCCN1	-5%[5.75 µM]
CC1Cc2ccccc2N1C(=O)Cn1c(=O)oc2cc(S(=O)(=O)N3CCCCC3)ccc21 (stereo unspecified)	10%
CC(C)CCn1c(SCCc2ccccc2)nc2c1c(=O)[nH]c(=O)n2C	-5%
CCS(=O)(=O)N1CCC(C(=O)NCCN2CCN(Cc3ccccc3)CC2)CC1	-2%
Later entries:
SMILES	AmpC inh det
Cc1occc1-c1nnc(SCC(=O)Nc2ccccc2)n1CCc1ccccc1	-9%
COc1ccc(C(c2nnnn2Cc2ccccc2)N2CCN(c3ccccc3)CC2)cc1 (stereo unspecified)	3%
CC(C)N1C(=O)c2ccccc2C1C(=O)NC1CCCCCC1 (stereo unspecified)	-2%
Cc1nc2cc(CO)ccc2n1C	-2%
CCn1c(SCC(=O)NC2CCCCC2)nnc1-c1cccs1	-2%
COc1ccccc1-c1ccc2ncnc(Nc3ccccc3)c2c1	5%
O=S(=O)(c1ccccc1)N1CCN(Cc2ccccc2C(F)(F)F)CC1	1%
CCSc1nc(O)c(C2OC(=O)c3c2ccc(OC)c3OC)c(=O)n1CC (stereo unspecified)	-3%
Cc1cc(C)n(-c2nc3c(c(=O)[nH]c(=O)n3C)n2CC(O)c2ccccc2)n1 (stereo unspecified)	1%
CCCS(=O)(=O)N1CCC(C(=O)N2CCN(C(=O)OCC)CC2)CC1	11%
CN1CCc2c(sc3c2C(=O)NC(c2ccc(-c4cccc(Cl)c4)o2)N3)C1 (stereo unspecified)	8%
Cc1oc(-c2ccc(Cl)cc2)nc1CN1CCC(C(=O)N2CCN(Cc3ccccc3)CC2)CC1	14%
CCc1c(C)sc(NC(=O)CC#N)c1C#N	-5%
COc1cccc(C(=O)Nc2ncc3c(n2)CC(C)(C)CC3=O)c1	0%
FC(F)(F)c1cccc(-c2nc3nc(Cl)c(Cl)nc3[nH]2)c1	-4%[5.75 µM]
CC(C)n1c(SCC(=O)N2CCCC2)nc2c1c(=O)n(C)c(=O)n2C	-4%
COc1ccc(CC/C(=N\O)C2(O)CCCCC2)cc1	-1%
O=C(Cn1[nH]c(=O)c2ccccc2c1=O)OCC(=O)N1CCc2ccccc2C1	-3%
CCCCCCC[N+](CC)(CC)CCCCc1ccc(Cl)cc1	-5%[12.8 µM]
Cc1oc(-c2ccc(Cl)cc2)nc1CS(=O)CC(=O)N1CCC2(CC1)OCCO2 (stereo unspecified)	-4%
c1ccc(-c2noc(-c3cccc4ccccc34)n2)cc1	1%
Cc1cnn(C(=S)NCCc2ccccc2)c1	2%
O=C(CCSc1ccccc1)N1CCN(C(=O)c2ccco2)CC1	-1%
Clc1ccccc1NN(Cc1ccccn1)c1ccccc1Cl	-5%[5.75 µM]
CC(C)(C)c1cnnn1-c1ccc(NC(=O)c2ccc3c(c2)OCO3)cc1	-2%
COc1ccc2nc(C)cc(SCC(=O)O)c2c1	-4%
COC(=O)[C@@]1(Cc2ccc(OC)cc2)[C@H]2c3cc(C(=O)N4CCCC4)n(CCN4CNCC4=O)c3C[C@H]2CN1C(=O)c1ccccc1	0%
COc1cc(-c2nnc(-c3ccncc3)o2)ccc1OCc1ccccc1	-1%
Cc1cc(NC(=O)c2cnn3c(C(F)F)cc(C4CC4)nc23)no1	-3%
O=C(Nc1ccccc1)NC1(C(=O)NCc2ccc3c(c2)OCO3)CCCCC1	0%
CCOc1ccc2nc(-c3ccccc3)[nH]c2c1	2%
COc1ccccc1CN1CCCC2(CCN(C(=O)c3csnn3)CC2)C1	0%
Cc1ccc(CN2C(=O)CCC2C(=O)NCCN2CCOCC2)cc1 (stereo unspecified)	-2%
CCc1sc(NS(C)(=O)=O)nc1-c1ccccc1	-4%
COC(=O)c1c[nH]n2c(=O)cc(C)nc12	2%
COCCNC(=O)c1ccccc1NC(=O)CN(c1ccc2c(c1)OCO2)S(C)(=O)=O	-4%

For convenience, 2 of the compounds above.
SMILES	AmpC inh det
COC(=O)c1c[nH]n2c(=O)cc(C)nc12	2%
COCCNC(=O)c1ccccc1NC(=O)CN(c1ccc2c(c1)OCO2)S(C)(=O)=O	-4%

(list continues)
SMILES	AmpC inh det
O=C(NCCN1CCOCC1)c1ccccc1-c1ccccc1	-5%
c1ccc2c[n+](Cc3ccnc4ccccc34)ccc2c1	-4%[5.75 µM]
CC(=O)Nc1ccc(N(C(=O)c2cnccn2)C(C(=O)NC2CCCCC2)c2ccc(O)cc2)cc1 (stereo unspecified)	-2%
Cc1ccc(Oc2ccccc2)c(NC=O)c1	-1%
COc1cc(C2c3c(oc4c(C)cc(C)cc4c3=O)C(=O)N2Cc2cccnc2)ccc1O (stereo unspecified)	0%
CCC(c1nnnn1Cc1ccccc1)N1CCN(C(=O)c2ccco2)CC1 (stereo unspecified)	-1%
Cc1ccsc1C(=O)N1CC(=O)Nc2ccccc21	0%
CC1(C)OC(=O)NC1=O	-1%[12.8 µM]
O=C(CNS(=O)(=O)c1ccc(F)cc1)N1CCN(c2ccc(F)cc2)CC1	-2%
CCn1c(SCC(=O)Nc2cc(C)on2)nnc1-c1cccnc1	-5%
COc1ccc(CNc2cc(-c3ccccc3C)ncn2)c(OC)c1	1%
CCN1C[C@]2(C)CC[C@@H](O)[C@]34[C@@H]5CC6[C@@H](OC)C[C@@](O)([C@H]5[C@@H]6O)[C@@H](C[C@@H]23)[C@H]14	-2%
Cc1ccsc1C(=O)OCC(=O)N1CCOCC1	-1%
COc1ccc(-n2nnc3c(=O)n(CC(=O)N4CCCCC4)cnc32)cc1	14%
O=C(NCc1ccco1)C(C(=O)c1ccccc1)n1ccccc1=O (stereo unspecified)	1%
Cc1ccccc1Nc1nc(N)nc(COC(=O)c2cccn2C)n1	-7%
O=C(Nc1ccc2c(c1)OCCO2)C1CCCN(S(=O)(=O)Cc2ccccc2)C1 (stereo unspecified)	7%
CCCn1c(C)nc2c(N(CCOC)CCOC)nc(C)nc21	11%
CC(C)C[C@@H](CC(=O)N[C@@H](CCCN)CC(=O)N[C@@H]1CCNC[C@H]1C(=O)N[C@H](CC(=O)N[C@@H](CCC(=O)O)CC(=O)O)Cc1c[nH]c2ccccc12)NC(=O)[C@@H]1CNCC[C@H]1N	-8%
CC(C)CN1CN(S(=O)(=O)c2cccs2)c2nc3ccccc3nc21	14%
COC(=O)COc1ccc(S(=O)(=O)Nc2ccc(NC(C)=O)cc2)cc1C	2%
COc1cccc(Nc2ncnc3c2cnn3C)c1	14%
Cc1ccc(NCc2nnc(SCC(=O)OC3CCCCC3)o2)c(C)c1	-1%
COc1ccc(-n2c(=O)cc(N3CC(C)OC(C)C3)[nH]c2=O)cc1 (stereo unspecified)	-5%
Cc1c(C(=O)O)sc2ncn(C)c(=O)c12	-1%

Filtered by structure: the entries above with an aryl thioether with sulfur outside any ring (15)
SMILES	AmpC inh det
c1ccc(-c2csc3nnc(SCc4ccc5c(c4)OCCO5)n23)cc1	-3%
CCC1(C)Cc2c(sc3c2c(=O)n(C)c2nnc(SCCc4ccccc4)n32)CO1 (stereo unspecified)	-3%
O=c1cc(CSc2nnc(COc3ccccc3Cl)o2)nc2sccn12	-5%
Cn1cnnc1SCC(=O)c1ccco1	-2%
CC(C)CCNC(=O)NC(=O)CSc1nnc(COc2ccccc2Cl)o1	-4%
O=C(O)CSc1sc(=S)sc1SCC(=O)O	10%
CC(C)CCn1c(SCCc2ccccc2)nc2c1c(=O)[nH]c(=O)n2C	-5%
Cc1occc1-c1nnc(SCC(=O)Nc2ccccc2)n1CCc1ccccc1	-9%
CCn1c(SCC(=O)NC2CCCCC2)nnc1-c1cccs1	-2%
CCSc1nc(O)c(C2OC(=O)c3c2ccc(OC)c3OC)c(=O)n1CC (stereo unspecified)	-3%
CC(C)n1c(SCC(=O)N2CCCC2)nc2c1c(=O)n(C)c(=O)n2C	-4%
O=C(CCSc1ccccc1)N1CCN(C(=O)c2ccco2)CC1	-1%
COc1ccc2nc(C)cc(SCC(=O)O)c2c1	-4%
CCn1c(SCC(=O)Nc2cc(C)on2)nnc1-c1cccnc1	-5%
Cc1ccc(NCc2nnc(SCC(=O)OC3CCCCC3)o2)c(C)c1	-1%

Screening results (PubChem)

An excerpt, so the mix of outcomes need not match the whole.
